# MCL1 BIM primary: disrupts human MCL1 binding to BIM-BH3 peptide; Q07820; GST-MCL1 / FITC-Bim-BH3 fluorescence polarization; inhibition, % at 10.9 µM; actives 0.68% (n = 320,000); AID 2057;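 active = inhibition above the mean inhibition of all tested compounds plus 3 SD, set per campaign, cut at about 40% in these data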;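 also: 0% = DMSO wells and 100% = unlabeled Bim-BH3 peptide control; higher means more loss of mP so more displacement of Bim peptide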
# Target sequence (Q07820 whole entry, looked up): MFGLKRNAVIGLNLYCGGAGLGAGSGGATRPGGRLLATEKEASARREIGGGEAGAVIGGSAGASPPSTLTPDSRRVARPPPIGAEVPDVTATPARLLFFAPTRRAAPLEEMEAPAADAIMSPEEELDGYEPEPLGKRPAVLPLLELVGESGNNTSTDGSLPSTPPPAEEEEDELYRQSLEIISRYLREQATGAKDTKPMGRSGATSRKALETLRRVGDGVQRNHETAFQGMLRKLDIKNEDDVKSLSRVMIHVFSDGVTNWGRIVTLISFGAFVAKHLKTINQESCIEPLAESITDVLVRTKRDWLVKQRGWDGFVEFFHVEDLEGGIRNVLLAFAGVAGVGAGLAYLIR
# BCLXL inh: blocks human Bcl-xL binding to Bim BH3 peptide | Q07817 | AID 2129 | GST-Bcl-xL / FITC-Bim BH3 peptide fluorescence polarization | inhibition, % at 10.9 µM | actives 0.7% (n = 320,000);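 active = inhibition above the mean of all tested compounds plus 3 SD, cutoff set per campaign, cut at about 30% in these data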;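 also: 0% = DMSO wells and 100% = unlabeled Bim-BH3 peptide competitor; inhibitors lower millipolarization by displacing the labeled peptide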
# Target sequence (Q07817 whole entry, looked up): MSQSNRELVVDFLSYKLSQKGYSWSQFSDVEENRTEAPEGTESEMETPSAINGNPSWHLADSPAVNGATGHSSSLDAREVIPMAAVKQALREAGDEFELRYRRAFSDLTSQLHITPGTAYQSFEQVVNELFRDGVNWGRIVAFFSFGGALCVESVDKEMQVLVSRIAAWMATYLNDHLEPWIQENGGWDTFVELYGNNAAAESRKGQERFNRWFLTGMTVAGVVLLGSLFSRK
# CR mimetic SO: yeast age-related superoxide inhibition as caloric restriction mimetic | S. cerevisiae aged cells, superoxide DHE fluorescence; active compounds read low | superoxide response (% of plate mean), % at 10 µM | actives 0.18% (n = 330,000);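 active = superoxide response under a set limit, about three screen SD below normal, cut at about 65% in these data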;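 also: yeast aged for seven days with compound at 30 °C before DHE staining; 100% = average MFI of all compound-treated wells on the plate with controls excluded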
# MEX-5 binding: C. elegans MEX-5 TCR-2 RNA binding activity; MEX-5/FITC-TCR2 RNA binding, fluorescence polarization; active compounds read low; activity score (negative = inhibition of binding), % at 10 µM; actives 0.38% (n = 300,000); AID 1832;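 active = inhibition past about -25% in most replicates, and total fluorescence under double the plate's negative control median, limit read from the data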;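 also: 0% = DMSO and -100% = 5 µM competing unlabeled TCR2 RNA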
# Target sequence (Q9XUB2 whole entry, looked up): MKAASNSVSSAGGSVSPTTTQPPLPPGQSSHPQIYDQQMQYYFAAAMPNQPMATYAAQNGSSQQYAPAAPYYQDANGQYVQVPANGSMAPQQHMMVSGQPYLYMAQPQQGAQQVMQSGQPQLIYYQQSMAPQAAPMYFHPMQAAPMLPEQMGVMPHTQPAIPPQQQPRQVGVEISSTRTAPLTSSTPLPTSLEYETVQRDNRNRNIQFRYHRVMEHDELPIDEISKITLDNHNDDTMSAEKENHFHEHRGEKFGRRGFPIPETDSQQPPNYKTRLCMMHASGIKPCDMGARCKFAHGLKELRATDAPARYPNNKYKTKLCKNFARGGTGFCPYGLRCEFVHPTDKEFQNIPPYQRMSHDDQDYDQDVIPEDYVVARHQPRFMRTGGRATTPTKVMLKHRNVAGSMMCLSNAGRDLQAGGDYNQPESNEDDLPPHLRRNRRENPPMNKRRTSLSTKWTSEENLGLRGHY
# GRK2 inh: inhibitors of human GRK2 displacing RNA aptamer; P25098; bead flow cytometry, FAM-aptamer displacement from GRK2; inhibition of aptamer binding, % at 10 µM; actives 0.59% (n = 330,000); AID 488847;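 active = inhibition of aptamer binding above 40%, roughly 3 SD of noise, on plates passing a quality check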;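 also: median bead fluorescence of bound FAM aptamer so fluorescent compounds give negative values; no value below 0 was filed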
# GLD-1 TGE inh: GLD-1-TGE RNA interaction inhibition (C. elegans). inhibition, % at 5.96 µM. AID 2280. Q17339. actives 0.44% (n = 320,000). purified GLD-1 + fluorescein TGE RNA, fluorescence polarization;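 active = percent inhibition above a per-plate cutoff, the plate mean of test compounds plus 3 SD, cut at about 30% in these data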;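 also: 0% = DMSO wells with GLD-1 and probe and 100% = wells lacking GLD-1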
# CIT2-GFP yeast: yeast TOR pathway CIT2-GFP modulation; GFP response vs DMSO, % at 10 µM; actives 0.065% (n = 320,000); AID 2029; S. cerevisiae CIT2-GFP strain, flow cytometry, 3 h; 100 means same as DMSO wells;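 active = GFP response relative to DMSO above a set limit, near the screen mean plus 3 SD, cut at about 150% in these data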;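 also: ratio of well median GFP fluorescence to mean of DMSO wells on the plate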
# VLA-4 inh: inhibition in a human VLA-4 binding assay; P13612; VLA-4 expressing cells, ligand binding flow cytometry; inhibition, % (about 7 µM as worked out from the volumes in the protocol); actives 0.2% (n = 330,000); in the data active = inhibition above about 50%
# AGP1-GFP MLPCN: modulators of TOR pathway AGP1-GFP in S. cerevisiae; S. cerevisiae AGP1-GFP multiplex flow cytometry, 3 h; GFP as percent of DMSO wells; GFP response vs DMSO, % at 10 µM; actives 0.02% (n = 320,000);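 active = GFP response relative to DMSO above a set limit, near screen average plus 3 SD, cut at about 150% in these data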;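 also: median GFP channel fluorescence of the gated AGP1 strain per well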
# The depositor's hits bear a star; nt = not tested or not shown.
SMILES,MCL1 BIM primary,BCLXL inh,CR mimetic SO,MEX-5 binding,GRK2 inh,GLD-1 TGE inh,CIT2-GFP yeast,VLA-4 inh,AGP1-GFP MLPCN
COc1cccc(NS(=O)(=O)c2cn(C)c(=O)n(C)c2=O)c1,1,4,113,0.5,0,1,96,9,99
C/C(=N/NC(=O)CNC(=O)CCc1ccccc1)c1ccc(Cl)cc1,7,6,105,2.4,1,10,115,17,104
CCOC(=O)CP(=O)(c1ccccc1)c1ccccc1,0,-1,96,2.4,2,4,110,4,107
N#CCCCCN1CCCC1,nt,nt,96,3.8,4,nt,96,0,96
FC(F)(F)c1cc(Nc2ccccc2)nc(-c2ccccn2)n1,2,1,123,-0.5,6,2,98,3,94
Fc1cc(Br)ccc1NC(=S)NCCc1ccccc1,7,5,102,0.0,0,1,88,6,98
CC(=O)Nc1cc(NC(C)=O)cc(C(=O)OCC(=O)Nc2ccc(S(=O)(=O)NC3=NCCCCC3)cc2)c1,-5,0,105,0.4,0,-3,102,-1,105
O=C(O)c1c2c(nc3ccc(S(=O)(=O)N4CCC(C(=O)NC5CCCCCC5)CC4)cc13)CCCC2,28,24,108,-6.4,1,9,105,23,99
COc1ccc(/C=N/NC(=O)c2c(-c3ccccc3)noc2C)cc1[N+](=O)[O-],-4,6,102,-0.2,0,-3,98,7,110
O=P(O)(O)c1ccccc1OCCOCCOCCOCCOc1ccccc1P(=O)(O)O,8,7,98,-0.1,4,0,97,-6,119
CCOc1ccc(S(=O)(=O)N2CCN(C(=O)c3ccco3)CC2)cc1,5,4,97,1.7,0,4,103,10,106
O=C(/C=C/c1ccc(Cl)c(Cl)c1)N1CCOCC1,4,1,86,0.7,5,2,103,1,104
Cc1nc(NC(C)c2ccccc2)c2c3c(sc2n1)CCC3 (stereo not given),5,4,91,0.9,0,0,94,-2,100
Cc1ccc(OCCCn2c(CO)nc3ccccc32)cc1,8,6,99,1.1,2,2,114,25,117
COc1cc(C(CCN2CCN(c3ccccc3)CC2)c2c(OC)cc(OC)c3c(C)cc(=O)oc23)cc(OC)c1OC (stereo not given),-7,2,105,4.3,0,0,101,-5,106
Cc1ccccc1C(=O)NC(=S)Nc1cccc(NC(=O)C(C)C)c1,1,2,107,1.9,0,0,113,9,112
CC(C)(C)NC(=O)COc1ccc(S(=O)(=O)N2CCCC2)cc1,-4,-7,107,1.5,13,-5,102,8,99
CN(Cc1cnn(C)c1)Cc1nc(-c2ccc(Cl)cc2)no1,-1,1,78,-1.1,0,-4,103,0,102
CCOc1ccc(NS(=O)(=O)c2ccc(-c3ccc(=O)[nH]n3)o2)cc1,12,3,105,-3.9,2,1,96,22,93
Cc1ccc(C(C)C)cc1OCC(=O)Nc1ccccc1N1CCCC1,6,5,100,-2.6,2,1,106,11,104
CCOC(=O)[C@H]1[C@H]2COc3cc(OC)ccc3[C@@H]2N2C(=O)c3cc(OC)ccc3NC(=O)[C@@]12C,-3,2,103,nt,3,1,99,28,104
COc1ccc(S(=O)(=O)N2CN3CCN(C3)C2)cc1,-3,-2,94,0.3,2,1,100,11,94
COC(=O)c1cc2c(ccn2-c2ccc(F)cc2)n1Cc1ccc(C#N)cc1,6,4,108,2.4,0,-1,106,-10,106
Cc1cc(C)c2nc(NNC(=O)c3cc(-c4cccs4)nc4ccccc34)sc2c1,-1,0,104,0.5,0,-1,84,0,100
COc1cc(C2NC(=O)NC(C)=C2[N+](=O)[O-])cc(OC)c1OC (stereo not given),-3,3,93,-3.8,3,8,99,10,107

# Record cards, from the list above:
# Results for Cc1ccc(OCCCn2c(CO)nc3ccccc32)cc1 → MCL1 BIM primary: 8; BCLXL inh: 6; CR mimetic SO: 99; MEX-5 binding: 1.1; GRK2 inh: 2; GLD-1 TGE inh: 2; CIT2-GFP yeast: 114; VLA-4 inh: 25; AGP1-GFP MLPCN: 117
# Results for CCOC(=O)CP(=O)(c1ccccc1)c1ccccc1 → MCL1 BIM primary: 0; BCLXL inh: -1; CR mimetic SO: 96; MEX-5 binding: 2.4; GRK2 inh: 2; GLD-1 TGE inh: 4; CIT2-GFP yeast: 110; VLA-4 inh: 4; AGP1-GFP MLPCN: 107
# Results for N#CCCCCN1CCCC1 → MCL1 BIM primary: nt; BCLXL inh: nt; CR mimetic SO: 96; MEX-5 binding: 3.8; GRK2 inh: 4; GLD-1 TGE inh: nt; CIT2-GFP yeast: 96; VLA-4 inh: 0; AGP1-GFP MLPCN: 96

# 3 of the compounds above, as tab-separated lines:
mol	MCL1 BIM primary	BCLXL inh	CR mimetic SO	MEX-5 binding	GRK2 inh	GLD-1 TGE inh	CIT2-GFP yeast	VLA-4 inh	AGP1-GFP MLPCN
Fc1cc(Br)ccc1NC(=S)NCCc1ccccc1	7	5	102	0.0	0	1	88	6	98
CC(=O)Nc1cc(NC(C)=O)cc(C(=O)OCC(=O)Nc2ccc(S(=O)(=O)NC3=NCCCCC3)cc2)c1	-5	0	105	0.4	0	-3	102	-1	105
O=C(O)c1c2c(nc3ccc(S(=O)(=O)N4CCC(C(=O)NC5CCCCCC5)CC4)cc13)CCCC2	28	24	108	-6.4	1	9	105	23	99

# (more compounds)
SMILES,MCL1 BIM primary,BCLXL inh,CR mimetic SO,MEX-5 binding,GRK2 inh,GLD-1 TGE inh,CIT2-GFP yeast,VLA-4 inh,AGP1-GFP MLPCN
Cc1cc(C(=O)N2CCN(c3ccccc3Cl)CC2)c(C)o1,nt,nt,88,nt,0,0,99,18,99
CCOc1ccccc1NC(=S)NCC1CCCO1 (stereo not given),15,5,99,1.2,0,8,104,-5,99
O=C(CSc1nnc(CNC(=O)c2ccco2)o1)Nc1ccc(Cl)cc1,-1,0,92,-0.5,4,5,97,24,99
O=C1CC(C2CCCO2)C(=O)N1c1ccc(Cl)c(Cl)c1 (stereo not given),1,7,99,1.3,1,-4,83,6,97
O=S(=O)(Cc1ccc(Cl)cc1)NCc1cccnc1,-1,4,84,2.6,0,0,107,13,105
COc1ccccc1C(=O)O[C@H]1[C@H](Cc2ccccc2)NS(=O)(=O)[C@H]2C[C@@H]3C=C[C@]12O3,-3,1,111,nt,0,-2,99,-6,100
O=C(NCC1CCCO1)c1cc2c(=O)[nH]c3ccccc3c2s1 (stereo not given),3,10,127,-2.8,1,-3,104,-2,109
CC1CCCCC1NC(=S)NC(=O)c1cccs1 (stereo not given),11,10,93,-1.1,3,10,97,0,97
N#CC1CC(c2ccc([N+](=O)[O-])cc2)=NN1c1ccc([N+](=O)[O-])cc1 (stereo not given),-73,-38,76,-14,16,-19,83,-75,66
O=C(NCc1ccc2c(c1)OCO2)C(=O)NCC1OCCN1S(=O)(=O)c1ccc(Br)cc1 (stereo not given),2,4,107,0.2,1,0,101,-33,102
CC(C)c1cc(C(=O)NC2CCCc3c2cnn3-c2ccccc2F)no1 (stereo not given),5,5,101,-4.0,69*,1,103,4,108
CCCCn1c(N)c(N(CCOC)C(=O)c2oc3ccc(OC)cc3c2C)c(=O)[nH]c1=O,4,4,98,-5.4,0,6,88,7,92
O=CN1N=C(c2ccccc2)CC1c1ccccc1[N+](=O)[O-] (stereo not given),3,2,105,0.7,4,4,94,26,94
COc1cccc(S(=O)(=O)Nc2ccc(C(=O)N3CCCCCC3)cc2)c1,10,2,95,0.0,0,3,99,4,100
O=C(NCCN1CCCCC1)/C(=C/c1ccco1)NC(=O)c1ccccc1,0,2,98,0.9,1,-4,95,0,93
CCCCN(C)CCNC(=O)c1cc2c(=O)[nH]c3ccccc3c2n1C,8,0,99,0.6,0,4,99,2,98
O=C(C1CC=CCC1)N1CCC(CO)(Cc2ccc(Cl)cc2)CC1 (stereo not given),3,1,91,3.5,1,9,102,0,98
CCC(Sc1nc2ccc(C)cc2[nH]1)C(=O)O (stereo not given),5,-1,94,2.9,3,7,103,-6,103
O=S(=O)(NCCc1ccc2c(c1)OCCO2)c1cccs1,-12,-5,98,1.1,14,-12,99,15,104
Cc1cc(/C=C2\SC(=S)NC2=O)c(C)n1C1CC1,-24,-15,99,-2.2,1,-41,116,-15,104
CC1CCN(C(=O)Cn2c(=O)n(Cc3ccc4c(c3)OCO4)c(=O)c3ccccc32)CC1,8,2,100,2.3,3,3,103,2,106
C=CCOc1ccnc(-c2ccccc2)n1,nt,nt,103,1.2,3,nt,94,2,90
CCOC(=O)c1sc(NC(=O)Nc2ccc(F)cc2)nc1C,6,7,99,0.5,1,5,102,22,98
CCNc1c(NC(=O)C2CCC(C)CC2)c(=O)oc2ccccc12 (stereo not given),1,2,102,-1.5,0,2,105,2,97
CC1CCN(CC(C)OC(=O)c2ccc3c(c2)OCCO3)CC1 (stereo not given),2,3,92,-2.5,2,0,101,-2,104
# The listing continues.
SMILES,MCL1 BIM primary,BCLXL inh,CR mimetic SO,MEX-5 binding,GRK2 inh,GLD-1 TGE inh,CIT2-GFP yeast,VLA-4 inh,AGP1-GFP MLPCN
Clc1ccc(Cn2ncc3c(N4CCCC4)ncnc32)cc1,-9,-3,106,1.0,0,-3,78,29,83
O=C(NCCN1CCOCC1)c1cccc(S(=O)(=O)N2CCCCCC2)c1,8,4,108,3.4,0,-2,nt,6,107
O=C(Cc1ccc(F)cc1)Nc1nnc(-c2ccc(F)cc2)o1,3,4,92,-1.4,0,3,95,2,98
OC(C[n+]1ccccc1)c1ccccc1 (stereo not given),8,6,98,-1.2,0,3,96,2,94
COc1ccccc1OCC(=O)NNC(=O)c1ccc(F)c(S(=O)(=O)N2CCOCC2)c1,nt,nt,120,nt,1,-6,85,2,101
CCCN(C(=O)COC(=O)CSc1ccc([N+](=O)[O-])cc1)C1CCS(=O)(=O)C1 (stereo not given),0,-9,82,nt,14,7,89,-1,88
COC(=O)c1ccccc1NC(=O)C1CCN(C(=O)Cc2ccccc2)CC1,5,3,102,-0.2,2,1,93,11,89
O=C1CCCN1CCC1CCCCN1Cc1nc(-c2cnccn2)no1 (stereo not given),-2,0,103,0.8,0,9,98,-6,99
CC(=O)Nc1ccc(S(=O)(=O)NC(C)C(=O)OCC(=O)NC2CCCC2)cc1 (stereo not given),-4,-3,103,-0.3,0,-2,99,22,98
C/C(=N/NC(=O)CN1CCN(S(=O)(=O)c2ccc(Br)cc2)CC1)c1ccco1,-2,-3,105,-0.6,4,5,112,10,104
Cc1c(C)c(C)c(S(=O)(=O)NCCC(=O)N2CCN(Cc3ccc(C#N)cc3)CC2)c(C)c1C,-2,6,83,nt,6,-2,99,5,106

# Shown as a hit in GRK2 inh (from the list above):
Compound	MCL1 BIM primary	BCLXL inh	MEX-5 binding	GRK2 inh	GLD-1 TGE inh	CIT2-GFP yeast	VLA-4 inh	AGP1-GFP MLPCN
CC(C)c1cc(C(=O)NC2CCCc3c2cnn3-c2ccccc2F)no1 (stereo not given)	5	5	-4.0	69*	1	103	4	108

# Source: PubChem

# Hits appear at their usual frequency; about 2.1% have a hit in one of these screens.
